DNMT1 inh – DNMT1 (human) enzyme inhibition. 360,000 tested, 0.83% active. inhibition (reported as % activation of signal), % at 10 µM. DNMT1 molecular beacon, Hinp1I cleavage, fluorescence. P26358; in the data active = inhibition above about 50%
Rpn11 block – Rpn11 (human) deubiquitinase inhibition; 360,000 tested, 0.59% active; AID 588493; human 26S proteasome, Ub4-pepOG fluorescence polarization; 20S core pre-blocked with epoxomicin; calls only at 20 µM; O00487;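 active = inhibition at 20 µM, scaled to each plate's controls, above about 33%, limit read from the data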
Target sequence (O00487 whole entry, looked up): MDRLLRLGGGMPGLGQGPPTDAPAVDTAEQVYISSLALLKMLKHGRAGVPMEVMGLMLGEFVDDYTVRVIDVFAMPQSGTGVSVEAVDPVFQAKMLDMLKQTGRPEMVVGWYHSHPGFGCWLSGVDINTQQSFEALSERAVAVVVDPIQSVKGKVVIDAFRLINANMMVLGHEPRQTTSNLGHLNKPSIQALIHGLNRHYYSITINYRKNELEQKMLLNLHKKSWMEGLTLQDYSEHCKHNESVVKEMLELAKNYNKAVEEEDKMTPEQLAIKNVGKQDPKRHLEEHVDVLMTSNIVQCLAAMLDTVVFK
Scp-1 inhibitor – Scp-1 (human) phosphatase inhibition | AID 493091 | Q9GZU7 | Recombinant Scp1, phosphopeptide, malachite green phosphate absorbance | inhibition, % at 20 µM | 340,000 tested, 0.88% active;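 active = inhibition above about 50% at 20 µM, limit read from the data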;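 also: plate controls were DMSO wells with enzyme for no effect and wells lacking enzyme for full effect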
Target sequence (Q9GZU7 76-261 limits assumed): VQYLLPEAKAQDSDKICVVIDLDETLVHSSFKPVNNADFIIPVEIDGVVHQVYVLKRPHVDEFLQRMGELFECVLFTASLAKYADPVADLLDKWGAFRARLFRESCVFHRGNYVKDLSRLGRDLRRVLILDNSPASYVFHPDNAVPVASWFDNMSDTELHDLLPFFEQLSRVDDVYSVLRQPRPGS
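Material – SCP-1 phosphatase catalytic domain, residues 76-261 · Buffer or medium – Acidic Tris acetate buffer with magnesium and detergent · Also added – Phospho 17-mer peptide substrate · Compound – single 20 µM dose, 1% DMSO · Times – 45 min room-temperature reaction, 5 min colour, 30 min stabiliser · Technique – Phosphate-binding colour reagent, absorbance read at 630 nm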
CendR NRP1 mod – NRP-1/CendR interaction modulation; FAM-RPARPAR peptide binding to NRP-1, fluorescence polarization; inhibition, % at 25 µM; 360,000 tested, 0.85% active; AID 602438;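 active = inhibition or corrected inhibition above about 18%, plus a signal ratio from 0.5 to 1.5, limit read from the data, passing the limit was not always enough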; also: strong numbers were not always called active
SUMO1 PPI mod – alters human SUMO1 binding to SIM partners; AID 602429; inhibition, % at 20 µM; SUMO1 binding to a labelled peptide, TR-FRET, 1 h; 360,000 tested, 0.33% active; in the data active = inhibition above about 37%
Target sequence (P63165 whole entry, looked up): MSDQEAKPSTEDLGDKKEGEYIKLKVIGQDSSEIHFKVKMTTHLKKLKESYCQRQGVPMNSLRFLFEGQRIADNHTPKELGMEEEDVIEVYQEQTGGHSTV
LMPTP block – blocks human LMPTP phosphatase | P24666 | recombinant LMPTP-A, OMFP fluorogenic substrate, fluorescence intensity | inhibition, % at 20 µM | 360,000 tested, 0.22% active | AID 651560;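 active = compounds that cut the enzyme signal by at least half of the control window in the single-dose screen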;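 also: plate controls were DMSO wells with enzyme plus substrate for no effect and substrate without enzyme for full effect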
Target sequence (P24666 whole entry, looked up): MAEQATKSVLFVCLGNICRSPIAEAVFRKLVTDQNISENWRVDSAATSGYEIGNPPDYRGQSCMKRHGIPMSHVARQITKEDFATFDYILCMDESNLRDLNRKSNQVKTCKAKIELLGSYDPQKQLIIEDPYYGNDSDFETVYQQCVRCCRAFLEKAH
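Test system – LMPTP-A enzyme · Amount – LMPTP-A at 0.625 nM final in the reaction · Buffer or medium – Bis-Tris pH 6.0, DTT, detergent · Reagent – OMFP 400 µM · Doses – single 20 µM dose · Schedule – reaction 50 min, room temperature, dark · Detection – fluorescence intensity of OMFP turnover product · Evaluation – percent inhibition versus substrate-only and uninhibited controls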
MT1-MMP act inh – inhibitors of human MT1-MMP activation | P50281 | HT1080 RFP-PRO-GFP cells, GFP/RFP ratio fluorescence, overnight; percent of plate control window, DMSO zero | GFP/RFP ratio change, % at 20 µM | 360,000 tested, 0.061% active | AID 651647;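 active = GFP/RFP ratio change of at least 30% with cell ATP level not reduced by more than half and red fluorescence within 50% of control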; also: strong numbers were not always called active
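Assay system: HT1080 RFP-PRO-GFP cells. Benchmarks: DMSO vehicle wells and RFP-L50D-GFP reporter cell wells. Times: overnight cell settling, then overnight compound exposure, 37 °C, 5% CO2. Compound: 20 µM single dose, 1% DMSO. Read-out basis: GFP/RFP fluorescence ratio.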
NadD block – inhibitors of Staphylococcus aureus NadD | AID 602399 | purified NadD enzyme, colorimetric absorbance read-out | inhibition, % at 20 µM | 360,000 tested, 0.78% active; in the data active = inhibition above about 26%; also: some compounds past the cut are filed as inactive
STEP inh – blocks human striatal-enriched tyrosine phosphatase. P54829. recombinant STEP, OMFP fluorogenic substrate, fluorescence. inhibition, % at 20 µM. 360,000 tested, 0.25% active;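 active = inhibition at 20 µM, scaled per plate between control wells, above about 37%, limit read from the data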;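 also: 0% = DMSO with enzyme and substrate and 100% = substrate only without enzyme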
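Assay system: isolated STEP enzyme / Timing: 20 min at room temperature, dark / Doses: 20 µM, 1% DMSO / Technique: fluorescence intensity, excitation 480 nm, emission 540 nm / Reagent: fluorogenic phosphatase substrate OMFP at 25 µM final / Measure: percent inhibition scaled to no-enzyme and uninhibited-enzyme controls, plate-pattern corrected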
SKN-1 inh – blocks SKN-1 activity in C. elegans. 360,000 tested, 0.49% active. C. elegans VP596 Pgst-4::GFP/RFP ratio, acrylamide-induced, 24 h. inhibition, % at 21.8 µM;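 active = interference check ratio from 0.5 to 1.5 plus GFP to RFP signal ratio inhibition reaching or exceeding a fixed threshold, cut at about 30% in these data, passing the limit was not always enough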; also: some compounds called inactive have numbers as strong as hits
Numbers without * were called inactive; i = inactive; x = no result given. An excerpt. The share of hits here may be higher or lower than overall.

SMILES	DNMT1 inh	Rpn11 block	Scp-1 inhibitor	CendR NRP1 mod	SUMO1 PPI mod	LMPTP block	MT1-MMP act inh	NadD block	STEP inh	SKN-1 inh
CCCC(=O)NC1=C(N2CC2)C(=O)C(NC(=O)CCC)=C(N2CC2)C1=O	4	i	-10	15	-34	0.2	8	2	0	1
CC1=CC2OC3CC4OC(=O)C=CC=CC(=O)OCCC(C)C(O)C(=O)OCC2(CC1)C4(C)C31CO1 (stereo not given)	2	i	0	9	-13	-0.3	-45	-1	-1	17
NP(=O)(OCCCCc1ccccc1)Oc1ccccc1Cl (stereo not given)	0	i	-6	4	3	-0.6	-3	-3	0	11
Cc1nc2cc(C(=O)N3CCC4(CC3)OCCO4)ccc2n1-c1cccc(F)c1	1	i	2	2	-1	-0.2	2	3	0	-2
CC1(C)C2([N+](=O)[O-])CN3CC1([N+](=O)[O-])CN(C2)C3c1cccnc1 (stereo not given)	6	i	-14	6	5	1.6	x	-3	1	3
O=C(c1cccnc1)c1cc2ccccc2[nH]1	1	i	-14	6	-21	-2.3	-2	3	-1	5
O=C1NC(=O)N(CCNc2ncc(C(F)(F)F)cc2Cl)C(=O)C1Cc1ccc(Cl)cc1 (stereo not given)	-10	i	-1	-6	2	1.6	0	0	1	3
CCOc1ccccc1CNCCc1ccc2c(c1)OCO2	-3	i	-5	8	13	-0.3	1	-10	0	5
Cc1cc(OC(C)C(=O)NCc2ccncc2)c2c3c(c(=O)oc2c1)CCC3 (stereo not given)	4	i	-8	1	-2	0.1	6	4	0	12
COC(COC(N)=O)C1=C(N2CC2)C(=O)C(C)=C(N2CC2)C1=O (stereo not given)	-1	i	-10	13	-28	-0.8	9	4	-2	4
COC(=O)C1=C(c2cccc(OC)c2OC)C[C@@H]2CC[C@H]1N2C(=O)N1CCCC1	1	i	-8	5	3	-0.9	-2	-5	3	-11
Cc1ccc(OP(=O)(O)Oc2ccc(C)cc2)cc1	0	i	-4	-19	0	-3.3	4	-2	0	7
CS(=O)(=O)c1ccc(C2=C(CNC(=O)c3ccncc3)[C@H]3CC[C@@H](C2)N3CCOc2ccccc2)cc1	3	i	x	4	-4	-1.3	-2	0	-2	-8
CC1(C(O)(C#CCN2CCCCC2)c2ccccc2)CCCC1 (stereo not given)	-2	i	-3	0	-1	0.6	-8	-1	-3	7
O=c1[nH]c(=S)n(CCC2=CCCCC2)c(O)c1/C=N/Nc1ccccc1	-3	i	-14	-36	-3	3.5	43	22	-3	19

As entered above.
Value for O=c1[nH]c(=S)n(CCC2=CCCCC2)c(O)c1/C=N/Nc1ccccc1 under NadD block: 22
Value for CC1(C(O)(C#CCN2CCCCC2)c2ccccc2)CCCC1 (stereo not given) under SUMO1 PPI mod: -1
Value for CCCC(=O)NC1=C(N2CC2)C(=O)C(NC(=O)CCC)=C(N2CC2)C1=O under LMPTP block: 0.2

(listing goes on)
SMILES	DNMT1 inh	Rpn11 block	Scp-1 inhibitor	CendR NRP1 mod	SUMO1 PPI mod	LMPTP block	MT1-MMP act inh	NadD block	STEP inh	SKN-1 inh
Cc1cccc(N2C(=O)/C(=C/c3ccc(N4CCN(C)CC4)o3)C(=O)NC2=S)c1C	11	x	-1	126	-83	-3.4	-14	6	0	19
Cc1cccc(OP(=O)(Oc2cccc(C)c2)OC(c2ccccc2)C(F)(F)F)c1 (stereo not given)	1	i	-10	-1	2	3.1	-10	16	2	10
COc1ccc(-c2nc3ccccc3c(=O)o2)cc1	-2	i	-2	12	4	-0.8	2	-7	-1	4
CN1CCN(C(=O)COc2ccc3ccccc3c2)CC1	3	i	2	11	-3	-0.9	2	-7	-1	2
O=C(Cn1nc(-c2ccc(Cl)cc2)ccc1=O)N1CCC2(CC1)OCCO2	1	i	-7	-5	-18	-0.8	2	-2	-4	-3
CC1([N+](=O)[O-])COP(=O)(Nc2cccc(Br)c2)OC1 (stereo not given)	0	i	-5	2	-4	-0.1	-2	-2	-3	-3
Fc1ccccc1CNCCc1ccc2c(c1)OCO2	3	i	-8	5	15	-1.6	-4	-3	4	29
COc1ccc(-c2nn(CCC#N)cc2C(=O)Nc2ccccc2)cc1OC	0	i	-4	-6	4	0.3	2	-2	-1	-5
Clc1cccc(Cl)c1C1N2CCCN12 (stereo not given)	0	i	-4	8	1	0.6	2	0	-2	-6
CCOP(=S)(OCC)SCCSCC	2	i	-9	-3	2	0.1	-3	-4	1	8
CCOC(=O)C1CCN(/C=C2/C(=O)NC(=S)N(c3ccccc3F)C2=O)CC1	-2	i	-4	-8	3	-1.0	1	-4	0	2
CC(=O)Nc1ccccc1C(=O)OCC(=O)c1ccccc1Cl	2	i	-50	-1	2	-1.1	6	-1	-4	-1
O=C1C(Cc2cnc[nH]2)NC(=S)N1c1ccccc1 (stereo not given)	-3	i	-10	-8	5	-1.1	2	-2	-1	7
COc1ccc(C(O)CNC(C)C)c(F)c1OC (stereo not given)	10	i	5	1	6	1.0	1	1	-1	7
COC(=O)C1=C(c2ccc(OC(F)(F)F)cc2)C[C@@H]2CC[C@H]1N2C(=O)NCCOc1ccccc1	-2	i	2	2	2	2.3	1	-4	0	-4

Structures listed so far that contain a CF3 group:
SMILES	DNMT1 inh	Rpn11 block	Scp-1 inhibitor	CendR NRP1 mod	SUMO1 PPI mod	LMPTP block	MT1-MMP act inh	NadD block	STEP inh	SKN-1 inh
O=C1NC(=O)N(CCNc2ncc(C(F)(F)F)cc2Cl)C(=O)C1Cc1ccc(Cl)cc1 (stereo not given)	-10	i	-1	-6	2	1.6	0	0	1	3
Cc1cccc(OP(=O)(Oc2cccc(C)c2)OC(c2ccccc2)C(F)(F)F)c1 (stereo not given)	1	i	-10	-1	2	3.1	-10	16	2	10
COC(=O)C1=C(c2ccc(OC(F)(F)F)cc2)C[C@@H]2CC[C@H]1N2C(=O)NCCOc1ccccc1	-2	i	2	2	2	2.3	1	-4	0	-4

Additional entries follow:
SMILES	DNMT1 inh	Rpn11 block	Scp-1 inhibitor	CendR NRP1 mod	SUMO1 PPI mod	LMPTP block	MT1-MMP act inh	NadD block	STEP inh	SKN-1 inh
Cc1c(Cl)cccc1N1C(=O)NC(=O)/C(=C\c2cc(C)n(-c3cccc(C(=O)O)c3C)c2C)C1=O	26	i	31	-44	-1	-1.8	-1	4	1	-2
COC(=O)C1=C(c2ccc(F)cc2F)C[C@@H]2CC[C@H]1N2C(=O)NCCNC(C)=O	3	i	1	-2	5	-1.4	2	-1	-6	7
O=C(NCc1cccnc1)Nc1ccc([N+](=O)[O-])cc1	0	i	-5	14	-22	1.8	2	2	1	1
CN1[C@@H]2CC[C@H]1CC(OC1c3ccccc3CCc3ccccc31)C2 (stereo not given in full)	1	i	-9	-28	0	-3.1	-7	-12	5	-19
COCc1cc(OC(=O)N(C)C)nc(-c2ccc(C)c(Cl)c2)n1	0	i	-13	2	-1	-0.1	-4	-5	-1	-1
O=[N+]([O-])c1ccc(NC2CCN(Cc3ccccc3)CC2)c2ccncc12	9	i	-7	0	6	8.9	-4	4	2	11
Cc1ccc(-n2c(O)c(C=NCCN3CCNCC3)c(=O)[nH]c2=S)cc1	3	i	-7	-3	5	-6.3	-1	2	0	5
CC(=O)N1CC(=O)Nc2ccc(Br)cc2C1c1ccc(F)cc1 (stereo not given)	3	i	0	-2	-2	1.7	0	-6	0	6
CC1(C)NC(=O)[C@H]2CCCN21	3	i	-5	0	4	-0.5	0	3	0	14
O=C1Nc2ccccc2C1Cc1nc2ccccc2c(=O)n1-c1ccccc1 (stereo not given)	-4	i	-1	-1	-15	-1.1	1	2	1	7
O=c1c2ccccc2[nH]c(=S)n1-c1cccc(Cl)c1	-4	i	x	1	24	0.2	0	-2	0	11
Cc1cc(Oc2ccc(C(F)(F)F)cc2[N+](=O)[O-])c2c3c(c(=O)oc2c1)CCC3	11	i	-6	-6	19	-0.2	6	9	-3	4
CN(C(=O)CN1CC=C(c2ccccc2)CC1)c1c(N)n(Cc2ccccc2)c(=O)[nH]c1=O	1	i	-8	11	-2	-0.5	1	1	-1	-2
C[C@]12CC[C@H](O)CC1=CC(=O)C1C2CC[C@]2(C)C(=O)CCC12 (stereo not given in full)	0	i	-18	-1	-2	1.8	-2	1	-3	8
COC(=O)C1=C(c2ccc(F)cc2OCc2ccccc2)C[C@@H]2CC[C@H]1N2C(=O)NC1CCN(Cc2ccccc2)CC1	-3	i	-8	-6	-6	-0.1	-6	7	0	23

Ordered by formula weight (low to high): some entries from above.
SMILES	DNMT1 inh	Rpn11 block	Scp-1 inhibitor	CendR NRP1 mod	SUMO1 PPI mod	LMPTP block	MT1-MMP act inh	NadD block	STEP inh	SKN-1 inh
CC1(C)NC(=O)[C@H]2CCCN21	3	i	-5	0	4	-0.5	0	3	0	14
C[C@]12CC[C@H](O)CC1=CC(=O)C1C2CC[C@]2(C)C(=O)CCC12 (stereo not given in full)	0	i	-18	-1	-2	1.8	-2	1	-3	8
O=C1Nc2ccccc2C1Cc1nc2ccccc2c(=O)n1-c1ccccc1 (stereo not given)	-4	i	-1	-1	-15	-1.1	1	2	1	7
CC(=O)N1CC(=O)Nc2ccc(Br)cc2C1c1ccc(F)cc1 (stereo not given)	3	i	0	-2	-2	1.7	0	-6	0	6
COC(=O)C1=C(c2ccc(F)cc2F)C[C@@H]2CC[C@H]1N2C(=O)NCCNC(C)=O	3	i	1	-2	5	-1.4	2	-1	-6	7

New compounds follow.
SMILES	DNMT1 inh	Rpn11 block	Scp-1 inhibitor	CendR NRP1 mod	SUMO1 PPI mod	LMPTP block	MT1-MMP act inh	NadD block	STEP inh	SKN-1 inh
Oc1ccc(Cl)c(Cl)c1Cl	0	i	-12	-10	6	-6.0	1	-1	0	14
COC(=O)C1=C(c2ccc(OC(F)(F)F)cc2)C[C@@H]2CC[C@H]1N2C(=O)NCCc1ccccc1	11	i	-2	-8	-2	3.5	31*	-2	0	-5
O=C(Nc1cccc(Br)c1)c1c(O)c2c(n(Cc3ccccc3)c1=O)CCCC2	-3	i	-11	-9	-2	0.4	0	-2	2	-5
O=C1Nc2ccccc2/C1=C/c1nc2ccccc2c(=O)n1-c1ccc(O)cc1	1	i	8	-2	-13	1.7	-4	1	1	-1
O=C(Nc1ccc(F)cc1)OC1CN2CCC1CC2 (stereo not given)	3	i	-7	2	1	-2.0	-2	-5	1	-12
CC(C)OP(=O)(OC(C)C)C(O)c1ccccc1F (stereo not given)	3	i	11	-8	0	-2.0	-4	-2	0	5
COc1ccc2c(CN3CC=C(c4ccccc4)CC3)cc(=O)oc2c1	-3	i	0	-6	-13	0.6	-3	5	-1	-1

Assay outcomes: PubChem, Sanford-Burnham Center for Chemical Genomics
